M. tuberculosis GlmU: inhibition of mycobacterial GlmU enzyme – biochemical, glucosamine-1-phosphate acetyltransferase (AID 1376). Bifunctional protein GlmU (Mycobacterium tuberculosis (strain ATCC 25618 / H37Rv)). M. tuberculosis GlmU acetyltransferase enzyme assay; higher % means a stronger effect. one-dose inhibition, %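 (tested at 30 µM in the primary screen)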; IC50 in µM for titrated hits. actives 0.25% (n = 220,000); in the data active means inhibition above about 13%;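 further: 0% = complete reaction with vehicle and 100% = reaction without substrate; strong numbers were not always called active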
Mtb RmlCD inh: M. tuberculosis RmlC/RmlD coupled enzyme inhibitors, primary screen, biochemical, compound mixtures, 384-well, from 1536-well plates; RmlC+RmlD coupled enzyme assay, percent inhibition; primary screen in compound mixtures; actives 0.03% (n = 160,000); inhibition, % at 3.6 µM; in the data active means inhibition mostly above about 34%, no sharp cut-off; further: some results filed as inactive read as strong as hits
Target sequence (P9WH09 whole entry, looked up): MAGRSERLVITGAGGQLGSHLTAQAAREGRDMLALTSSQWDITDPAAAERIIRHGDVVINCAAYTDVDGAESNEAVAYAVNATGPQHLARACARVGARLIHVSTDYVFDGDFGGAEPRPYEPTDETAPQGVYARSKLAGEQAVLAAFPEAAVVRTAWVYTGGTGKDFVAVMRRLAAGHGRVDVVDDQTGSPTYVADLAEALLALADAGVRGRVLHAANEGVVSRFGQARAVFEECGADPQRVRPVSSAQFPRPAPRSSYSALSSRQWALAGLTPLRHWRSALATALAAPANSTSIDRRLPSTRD
Target sequence (P9WH11 whole entry, looked up): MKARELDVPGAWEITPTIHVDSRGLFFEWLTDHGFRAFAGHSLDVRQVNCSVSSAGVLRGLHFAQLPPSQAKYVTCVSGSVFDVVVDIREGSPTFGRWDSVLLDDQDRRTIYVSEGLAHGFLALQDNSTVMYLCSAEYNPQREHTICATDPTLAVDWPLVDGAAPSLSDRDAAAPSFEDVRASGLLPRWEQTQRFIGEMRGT
An asterisk follows results filed as active; . = not tested or not shown. Not all compounds are listed (hit frequency here may not be typical).

(1) O=C(Cn1c(-c2cscn2)nc2ccccc21)Nc1cc(F)ccc1F
(2) Cc1cccn2c(NC(=O)c3cccs3)c(-c3ccccc3)nc12
(3) COC(=O)C(N)Cc1ccc(O)c(O)c1 (stereo not given)
(4) COc1ccc2c(c1)-c1ccccc1S(=O)(=O)N2C
(5) Cn1c(=O)oc2cc(S(=O)(=O)N3CCN(c4ccccn4)CC3)ccc21
(6) CCOC(=O)c1cccc(NC(=O)CSc2nnc(COc3ccccc3C)o2)c1

Compound,1,2,3,4,5,6
M. tuberculosis GlmU,-5.9%,2.5%,2.8%,1.2%,-4.0%,-8.6%
Mtb RmlCD inh,1,8,7,.,.,.

A draw from above in order of SMILES length, lowest first:
(3) COC(=O)C(N)Cc1ccc(O)c(O)c1 (stereo not given)
(4) COc1ccc2c(c1)-c1ccccc1S(=O)(=O)N2C
(6) CCOC(=O)c1cccc(NC(=O)CSc2nnc(COc3ccccc3C)o2)c1
(5) Cn1c(=O)oc2cc(S(=O)(=O)N3CCN(c4ccccn4)CC3)ccc21

Compound,3,4,6,5
M. tuberculosis GlmU,2.8%,1.2%,-8.6%,-4.0%
Mtb RmlCD inh,7,.,.,.

Remaining list, next part:
(7) Cc1ccc(-c2nnc(Cc3ccc([N+](=O)[O-])cc3)o2)cc1
(8) Cc1cc(C)c(S(=O)(=O)N(C)CC(=O)NC2CCCC2)c(C)c1
(9) Cc1cc(C(=O)CCl)c(C)n1CCc1ccc(Cl)cc1
(10) Cc1cccn2c(=O)c(/C=C(\C#N)S(=O)(=O)c3ccccc3)c(N3CCCCC3)nc12
(11) CC1CCN(c2nc3c(c(=O)[nH]c(=O)n3C)n2CC(C)CSc2nnnn2-c2ccccc2)CC1 (stereo not given)
(12) Cn1c(SCC(=O)NCCc2ccccc2)nnc1-c1ccco1

Compound,7,8,9,10,11,12
M. tuberculosis GlmU,-2.6%,3.8%,4.1%,-4.3%,-1.9%,-0.2%
Mtb RmlCD inh,-5,.,.,-1,8,.

(13) O=C(Nc1ccc(OC(=O)N2CCCCC2)cc1)N1CCOCC1
(14) O=C(c1ccco1)N1CCN(Cc2ccccc2C(F)(F)F)CC1
(15) Cc1nc2nc3c(c(=O)n2[nH]1)CCCC3
(16) CC(C)(C)NC(=O)c1cc(NC(=O)c2ccco2)cc(NC(=O)c2ccco2)c1
(17) C#CCSc1nsc(SCC#C)c1C#N
(18) O=C(CSc1nnc2ccccn12)N1CCOCC1

Compound,13,14,15,16,17,18
M. tuberculosis GlmU,-0.1%,1.8%,-3.6%,-0.6%,2.4%,1.2%
Mtb RmlCD inh,17,.,.,-4,.,9

(19) CCN1C(=O)C(CC(=O)Nc2ccc(OC)cc2)N(Cc2ccc(OC)c(OC)c2)C1=S (stereo not given)
(20) O=c1[nH][nH]c(-c2ccccc2)c1C=Nc1cccc(Cl)c1
(21) CC(C)NC(=O)C12CC3CC(C1)CC(C(=O)NC(C)C)(C3)C2
(22) O=C(NC1CC(=O)c2sccc21)c1cccc(C(F)(F)F)c1 (stereo not given)
(23) CC(C)(C)NS(=O)(=O)c1ccc2c(c1)oc(=O)c1cc(S(=O)(=O)NC(C)(C)C)ccc12
(24) CC1Cc2ccccc2N1C(=O)CSc1nc(-c2ccccc2)cs1 (stereo not given)

Compound,19,20,21,22,23,24
M. tuberculosis GlmU,1.8%,-2.1%,-4.7%,0.1%,-1.3%,0.5%
Mtb RmlCD inh,.,-4,-10,-6,.,-10

Part of the list above, with tabs.
No.	Structure	M. tuberculosis GlmU	Mtb RmlCD inh
8	Cc1cc(C)c(S(=O)(=O)N(C)CC(=O)NC2CCCC2)c(C)c1	3.8%	.
9	Cc1cc(C(=O)CCl)c(C)n1CCc1ccc(Cl)cc1	4.1%	.
10	Cc1cccn2c(=O)c(/C=C(\C#N)S(=O)(=O)c3ccccc3)c(N3CCCCC3)nc12	-4.3%	-1
11	CC1CCN(c2nc3c(c(=O)[nH]c(=O)n3C)n2CC(C)CSc2nnnn2-c2ccccc2)CC1 (stereo not given)	-1.9%	8
12	Cn1c(SCC(=O)NCCc2ccccc2)nnc1-c1ccco1	-0.2%	.
13	O=C(Nc1ccc(OC(=O)N2CCCCC2)cc1)N1CCOCC1	-0.1%	17
14	O=C(c1ccco1)N1CCN(Cc2ccccc2C(F)(F)F)CC1	1.8%	.

Continued:
(25) Cc1ccc(CN(Cc2cc3cc(C)ccc3[nH]c2=O)C(=O)N2CCOCC2)cc1
(26) O=C(COC(=O)c1cccc(S(=O)(=O)NCc2ccccc2)c1)c1ccc2c(c1)OCCO2
(27) Cn1nnnc1SCC(=O)Nc1ccccc1C(=O)NC1CC1
(28) O=C(COc1ccccc1[N+](=O)[O-])NNC(=O)Nc1cccc2ccccc12
(29) CCCCCCCCOC(=O)c1c(CSC(=N)N)n(C)c2cc(Br)c(OC(C)=O)cc12
(30) N#C/C(=C/c1ccc(N2CCOCC2)o1)C(=O)N1CCOCC1

Compound,25,26,27,28,29,30
M. tuberculosis GlmU,-2.2%,1.0%,2.6%,6.9%,-10%,-3.5%
Mtb RmlCD inh,.,6,1,.,13,5

(31) Cc1ccc2c(CC(=O)Nc3cccc(S(=O)(=O)N4CCOCC4)c3)coc2c1
(32) CCC(CC)c1nnc(NS(=O)(=O)Cc2ccccc2)s1
(33) CCOc1ccc2nc(COC(=O)c3cccs3)c(C(C)=O)[n+]([O-])c2c1
(34) Cc1cc(SCC(=O)c2cccs2)n2nc(C)c(-c3ccc(Cl)cc3)c2n1
(35) O=c1cc(CSc2ccc(S(=O)(=O)N3CCCCC3)cn2)nc2sccn12
(36) CCC(=NC1CCN(Cc2ccccc2)CC1)c1c(O)[nH]c(=O)[nH]c1=O

Compound,31,32,33,34,35,36
M. tuberculosis GlmU,-0.2%,0.8%,-8.8%,7.1%,0.6%,8.3%
Mtb RmlCD inh,-11,55,.,1,.,18

(37) O=S(=O)(Nc1ncccn1)c1ccc(NC(=S)NCCc2ccccc2)cc1
(38) CCOC(=O)C(NCCc1ccccc1)(NC(=O)CC)C(F)(F)F (stereo not given)
(39) COc1ccc(-c2cc(=O)[nH][nH]2)cc1
(40) CC(=O)NC1N=C(C)N(c2ccccc2)C1=O (stereo not given)
(41) COc1ccc(C(=O)c2c(C)oc3cc([N+](=O)[O-])c(O)c([N+](=O)[O-])c23)cc1
(42) COc1cccc(=O)c2c(C)n(CC(=O)c3ccccc3)c(C)c12

Compound,37,38,39,40,41,42
M. tuberculosis GlmU,0.4%,-4.9%,-2.8%,4.5%,.,0.7%
Mtb RmlCD inh,-1,.,-4,-8,6,-7

(43) CC(=O)c1cc2c(cc1NC(=O)c1cc(C)nn1-c1ccccc1)OCO2
(44) CCOC(=O)COc1ccc(S(=O)(=O)NCC2CCCO2)cc1 (stereo not given)
(45) O=C(CCSc1nnc2scc(-c3ccccc3)n12)Nc1nc(-c2ccccc2)ns1
(46) Nc1c(C(=O)NCCC2=CCCCC2)sc2ccc(S(=O)(=O)N3CCCCC3)cc12
(47) O=C(Nc1ccon1)C1CCN(S(=O)(=O)c2cccs2)CC1
(48) CC(=O)c1c(C)[nH]c(C(=O)N(CCc2ccccc2)Cc2ccccc2)c1C

Compound,43,44,45,46,47,48
M. tuberculosis GlmU,1.5%,-1.0%,4.2%,0.9%,-0.6%,-8.6%
Mtb RmlCD inh,.,.,1,.,.,6

(49) S=c1[nH]nc(CNc2cccc(Cl)c2)o1
(50) CCC(=O)Nc1nnc(Sc2ccc(N(C)C)cc2)s1
(51) CCOc1cc(CNc2ccc3c(c2)CCC3)ccc1O
(52) COc1ccc(OC)c(C2CC(=O)c3c([nH]c(C(=O)OCC4CCCO4)c3C)C2)c1 (stereo not given)
(53) COc1cccc(-c2noc(-c3ccc(Cl)nc3)n2)c1
(54) O=C1CCCS(=O)(=O)c2ccccc21

Compound,49,50,51,52,53,54
M. tuberculosis GlmU,1.4%,-1.2%,-0.6%,0.4%,-0.8%,1.7%
Mtb RmlCD inh,13,.,.,.,-10,.

(55) CC1=CCC(C(=O)O)(C(=O)N/N=C/c2cccnc2)C(c2ccccc2)C1 (stereo not given)
(56) CCOC(=O)C1CCCN(Cc2nc(Cc3cccc(F)c3)no2)C1 (stereo not given)
(57) COc1ccccc1C1C([N+](=O)[O-])=C(N)Oc2c1c(=O)oc1ccccc21 (stereo not given)
(58) CC(C)CCCCCCNC(=S)Nc1ccc(S(=O)(=O)N2CCOCC2)cc1
(59) Cc1cc(S(=O)(=O)Nc2c(C(=O)O)[nH]c3ccccc23)ccc1F
(60) O=C(NCc1ccc(F)cc1)c1cnc2sccn2c1=O

Compound,55,56,57,58,59,60
M. tuberculosis GlmU,-4.2%,0.7%,0.1%,-8.8%,7.3%,-1.0%
Mtb RmlCD inh,-10,.,-3,5,-9,.

Among those listed so far, three contain a cyano group.
(10) Cc1cccn2c(=O)c(/C=C(\C#N)S(=O)(=O)c3ccccc3)c(N3CCCCC3)nc12
(17) C#CCSc1nsc(SCC#C)c1C#N
(30) N#C/C(=C/c1ccc(N2CCOCC2)o1)C(=O)N1CCOCC1

Compound,10,17,30
M. tuberculosis GlmU,-4.3%,2.4%,-3.5%
Mtb RmlCD inh,-1,.,5

Further entries
(61) O=C(CP(=O)(c1ccccc1)c1ccccc1)Nc1nc2ccccc2s1
(62) CC1CCC2C(C1)Nc1c(C(=O)O)cccc1C2(C)C (stereo not given)
(63) O=C(Cc1ccc(-n2c(=O)c3ccccc3n(Cc3ccccc3F)c2=O)cc1)NCC1CCCO1 (stereo not given)
(64) Cc1cc(C2C(=O)C(C(=O)c3ccc(Cl)cc3)C(=O)CC2(C)C)on1 (stereo not given)
(65) CCCCn1c(=O)n(CC(=O)Nc2ccc(C)c(Cl)c2)c(=O)c2c1ncn2Cc1ccco1
(66) COc1cc(Cl)c(C)cc1NC(=O)CN(C)Cc1cccc(OC)c1OC
(67) COc1ccccc1N1CCN(C(=O)CSc2nnc(NC(=O)C(C)C)s2)CC1
(68) Cc1oc(-c2cccs2)nc1CS(=O)CC(=O)NCCCN1CC(C)CC(C)C1 (stereo not given)
(69) CCCCN1C(=O)Nc2ccccc2S1(=O)=O

Compound,61,62,63,64,65,66,67,68,69
M. tuberculosis GlmU,1.9%,0.6%,3.1%,-0.3%,0.2%,-5.0%,0.6%,-5.5%,1.7%
Mtb RmlCD inh,3,49,-12,.,11,8,-3,-6,.
